OX1R antag-1: antagonists of human orexin 1 receptor | inhibition, % at 5 µM | hit rate 0.43% among 330,000 | AID 434989 | O43613 | CHO/OX1R cells, Fluo-8 calcium fluorescence, orexin A;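 active means inhibition above its plate's threshold, mean inhibition of all tested compounds on the plate plus 3 SD, cut at about 37% in these data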;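 further: 0% = orexin A challenge wells and 100% = SB-334867-A antagonist wells; not every result past the cut was called active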
Target sequence (O43613 whole entry, looked up): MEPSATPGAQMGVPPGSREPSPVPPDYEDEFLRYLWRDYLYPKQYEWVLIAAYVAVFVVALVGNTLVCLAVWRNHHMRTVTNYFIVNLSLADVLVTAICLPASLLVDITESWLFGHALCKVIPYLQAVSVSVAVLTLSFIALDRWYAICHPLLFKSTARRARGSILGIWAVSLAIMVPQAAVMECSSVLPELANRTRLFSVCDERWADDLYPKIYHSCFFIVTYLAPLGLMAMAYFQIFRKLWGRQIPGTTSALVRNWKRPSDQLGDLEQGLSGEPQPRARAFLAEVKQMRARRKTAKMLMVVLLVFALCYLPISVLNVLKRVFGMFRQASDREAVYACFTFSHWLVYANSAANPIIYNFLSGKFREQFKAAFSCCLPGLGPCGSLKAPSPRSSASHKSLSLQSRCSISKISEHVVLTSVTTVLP
OX1R antag-2: blocks the human orexin 1 receptor; O43613; OX1R-expressing cells, FRET antagonist read-out; inhibition, % at 6.6 µM; hit rate 1.8% among 330,000; AID 485270; in the data active means inhibition mostly above about 38%, no sharp cut-off; inactive means mostly below about 40%;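 further: 0% = agonist challenge alone and 100% = reference antagonist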
* = called active by the depositor.

The line under a structure holds: OX1R antag-1	OX1R antag-2
> COc1ccc(CCN2C(=O)NC(NS(=O)(=O)c3ccc(N)cc3)(C(F)(F)F)C2=O)cc1OC (configuration not stated)
    -12.4	4.5
> Cc1cccc(Cn2c(NCCO)nc3c2c(=O)n(C)c(=O)n3C)c1
    -13.7	6.6
> COc1cc(/C=N/NC(=O)C(=O)NCc2cccnc2)ccc1O
    -28.4	7.0
> CSc1nc2ccccc2n1C(=O)Oc1ccccc1
    6.2	11.0
> CC(C)CCNC(=O)CSc1nc2ccsc2c(=O)n1NC(=O)c1ccccc1
    -7.3	14.4
> CN(C)CCCNC(=O)C[C@H]1C[C@H](C(=O)N2CCCCC2)[C@@]2(C)c3[nH]c4ccc(Cl)cc4c3CCN2C1=O
    -6.5	8.7
> CS(=O)(=O)c1ccc2nc(NC(=O)CCN3C(=O)c4ccccc4C3=O)sc2c1
    -26.0	7.7
> CC(=O)Nc1ccc(NC(=O)C(=O)NCC(c2ccco2)N2CCc3ccccc3C2)cc1 (configuration not stated)
    16.7	18.6
> Cc1cc(N2CCOCC2)n2cc(-c3ccc(F)cc3)nc2n1
    -10.9	9.7
> Cc1cccc(C(=O)Nc2cc(S(=O)(=O)N3CCOCC3)ccc2N2CCCCC2)c1
    -40.8	10.0
> O=C(NNC(=O)C1CC2CCC1C2)c1ccccc1 (configuration not stated)
    -4.7	2.6
> CS(=O)(=O)NNC(=O)c1cc2cc3ccccc3nc2s1
    6.1	26.9
> CC(=O)c1ccc(NC(=O)c2ccccc2Sc2ncnc3sc(C)c(C)c23)cc1
    -31.2	10.3
> CCOc1ccc(-c2cnc3ccccc3n2)cc1
    -23.3	11.6
> O=C(CCn1nc(-c2ccccc2)ccc1=O)N1CCN(c2ccccc2)CC1
    -16.9	10.3
> O=C(NCCN1CCOCC1)c1cccc(S(=O)(=O)N2CCCCCC2)c1
    -19.8	5.3
> C=CCN1C(=O)CC(C(=O)NC)SC1=Nc1ccc(C(=O)OCC)cc1 (configuration not stated)
    3.5	8.2
> COC(=O)CC(c1ccc(C(C)C)cc1)n1cccc1 (configuration not stated)
    -22.9	1.2
> COc1ccc(C2/C(=C(/O)c3ccccc3)C(=O)C(=O)N2c2ccccn2)cc1OC (configuration not stated)
    0.6	19.2
> CCOC(=O)N1CCN(C(c2cccnc2)c2ccc3cccnc3c2O)CC1 (configuration not stated)
    -28.1	23.8

Sorted by value in OX1R antag-1 (descending): four from the list above.
SMILES	OX1R antag-1
CN(C)CCCNC(=O)C[C@H]1C[C@H](C(=O)N2CCCCC2)[C@@]2(C)c3[nH]c4ccc(Cl)cc4c3CCN2C1=O	-6.5
CC(C)CCNC(=O)CSc1nc2ccsc2c(=O)n1NC(=O)c1ccccc1	-7.3
COC(=O)CC(c1ccc(C(C)C)cc1)n1cccc1 (configuration not stated)	-22.9
CS(=O)(=O)c1ccc2nc(NC(=O)CCN3C(=O)c4ccccc4C3=O)sc2c1	-26.0

(more compounds)
The line under a structure holds: OX1R antag-1	OX1R antag-2
> CC(=Nc1ccc(C)c(C)c1)C1=C(O)CCC1=O
    -8.0	7.7
> COc1ccc(Br)cc1CNC(=O)C1CCCN(S(C)(=O)=O)C1 (configuration not stated)
    -17.3	-0.1
> COc1cc(OC)c2c(c1O)OC(c1ccccc1)CC2=O (configuration not stated)
    5.7	7.8
> N#Cc1ccc(C(=O)NC2CCCc3ccccc32)cc1 (configuration not stated)
    -23.4	18.1
> COc1ccccc1NC(=O)OCC#CCOC(=O)Nc1ccccc1OC
    -19.0	0.8
> CN(Cc1ccccc1)C(=O)CN1C(=O)NC2(CCCCCCC2)C1=O
    -0.8	0.7
> COc1cccc(Oc2ccc(C(F)(F)F)cc2NC(=O)CN2C(=O)NC3(CCCC3)C2=O)c1
    -14.6	5.8
> COc1ccc(NC(=O)CNC(=O)Cn2cnc3sc(C)c(C)c3c2=O)cc1OC
    -2.4	-6.3
> CCN1C(=O)c2cccc3c(S(=O)(=O)Nc4ccccc4O)ccc1c23
    -34.8	23.9
> O=C(CCCOc1ccccc1)Nc1ccc(Cl)cn1
    -9.9	14.0
> O=C(NCc1cccc(Cl)c1)c1ccc(CS(=O)Cc2ccccc2Cl)o1 (configuration not stated)
    -28.5	2.1
> COc1ccc(OCc2nc3c4cc(OC)c(OC)cc4nc(=S)n3[nH]2)cc1
    0.1	11.4
> COc1ccccc1CNC(=O)Cn1nnc(-c2ccncc2)n1
    -8.3	12.2
> CCOc1cc(CNCCc2ccc(S(N)(=O)=O)cc2)ccc1OCc1ccc(Cl)cc1
    76.8*	13.5
> O=C(Nc1ccccc1Cl)c1c(F)c(F)c(F)c(F)c1F
    -19.3	9.8
> COc1c([N+](=O)[O-])c(=O)n(-c2ccccc2)c2ccccc12
    -17.9	8.2
> O=C(/C=C/NNC(=O)c1ccc(Cl)cc1)c1ccccc1
    -8.6	21.4
> COCCNC(=O)C(c1ccc(O)cc1)N(Cc1ccccc1)C(=O)CCC(=O)Nc1nccs1 (configuration not stated)
    12.0	32.6
> CCOC(=O)c1c(C)oc2c1c(C(c1ccccc1)N1CCOCC1)c(O)c1ccccc12 (configuration not stated)
    -13.6	61.7*
> CC(C)CNC(=S)NNC(=O)c1csc2c1CCCC2
    -29.1	22.2

OX1R antag-1: hit marks shown above
The line under a structure holds: OX1R antag-1	OX1R antag-2
> CCOc1cc(CNCCc2ccc(S(N)(=O)=O)cc2)ccc1OCc1ccc(Cl)cc1
    76.8*	13.5

(further entries)
The line under a structure holds: OX1R antag-1	OX1R antag-2
> CC(=O)NC1CSCC1OC(C)=O (configuration not stated)
    4.3	1.5
> CC(/C=C/c1ccccc1)=N/NC(=O)c1cnccn1
    1.9	12.6
> c1ccc(-c2nnc(OCc3cccnc3)c3ccccc23)cc1
    -27.1	34.1
> COCCC(=O)N1CCCC(N2CCN(c3ccc(F)cc3)CC2)C1 (configuration not stated)
    -4.2	19.7
> COc1ccc(NC(=O)CN(C)C(=O)CC2CCCCC2)cc1
    -13.0	20.2
> CC1CCCN(C(=O)CNC(=O)c2cccs2)C1 (configuration not stated)
    0.1	-6.3
> Cc1cccc(C)c1OCC(=O)OCC(=O)Nc1ccc(Cl)cn1
    -4.3	15.8
> NC(=O)c1c(NC(=O)c2ccc(S(=O)(=O)N3CCOCC3)cc2)sc2c1CCCCC2
    -13.8	4.8
> CC(C)[C@H](NC(=O)CCn1nnc2ccccc2c1=O)C(=O)O
    -3.5	20.5
> Cc1c(Cc2ccccc2)sc(NC(=O)c2ccco2)c1C(N)=O
    -4.6	26.3
> O=C1N=C(N2CCOCC2)S/C1=C1\C(=O)N(Cc2ccccc2)c2ccccc21
    -5.0	9.2
> Cc1ccc(-c2nnc(N3CCN(C(=O)COc4ccccc4)CC3)c3ccccc23)cc1
    -13.5	12.6
> O=C(CN1C(=O)NC2(CCCCC2)C1=O)Nc1ccc(Cl)c(S(=O)(=O)N2CCOCC2)c1
    -12.6	-1.4
> COCCCNC(=O)/C(C#N)=C1\N=C(NC(=O)c2cccs2)c2ccccc21
    -17.0	47.3*
> CCc1nc(SCC(=O)N2CCN(c3ccccc3)CC2)c2oc3ccccc3c2n1
    -11.6	13.7
> O/N=C1\CCc2cc(Cl)ccc21
    -9.1	25.4
> Cc1ccc(/C=N/N2CCCCC2)o1
    -9.9	1.8
> CCc1cc2c(CN3CCN(CC)CC3)cc(=O)oc2cc1O
    -4.7	12.7
> O=C1NC(=S)N/C1=C/c1cccc([N+](=O)[O-])c1
    -4.9	93.5*
> CC(C)CCn1c(=O)c2ccccc2c2ccccc2c1=O
    -11.9	10.2

Entries of single compounds from above. Order of screens: OX1R antag-1 | OX1R antag-2
Cc1cccc(Cn2c(NCCO)nc3c2c(=O)n(C)c(=O)n3C)c1 across the screens: -13.7 | 6.6
CC(=Nc1ccc(C)c(C)c1)C1=C(O)CCC1=O across the screens: -8.0 | 7.7
COCCCNC(=O)/C(C#N)=C1\N=C(NC(=O)c2cccs2)c2ccccc21 across the screens: -17.0 | 47.3*
Cc1cc(N2CCOCC2)n2cc(-c3ccc(F)cc3)nc2n1 across the screens: -10.9 | 9.7
CC(=O)c1ccc(NC(=O)c2ccccc2Sc2ncnc3sc(C)c(C)c23)cc1 across the screens: -31.2 | 10.3

Next section
The line under a structure holds: OX1R antag-1	OX1R antag-2
> COc1ccc(OC)c(C2CC(=O)c3c([nH]c(C(=O)OC(C)C)c3C)C2)c1 (configuration not stated)
    -31.6	8.5
> CC1(C)CN(c2ccccc2)N(Cc2ccc(F)cc2)C1=O
    -11.5	10.9
> Cc1ccc2c(c1C)NC(=O)C2(O)CC(=O)c1ccc2c(c1)OCO2 (configuration not stated)
    -8.3	5.2
> COc1ccccc1NC(=O)Cc1nnc(SCC(=O)NC2CCCC2)n1C
    -12.8	4.9
> CCOC(=O)c1c(-c2cccs2)csc1NC(=O)CC(C)C
    -31.7	4.8
> CC(C)(C)NC(=O)CN(Cc1cccs1)C(=O)CNS(=O)(=O)c1ccccc1
    -26.8	13.4
> CC(C)NC(=O)COC(=O)/C=C/c1ccc(F)cc1
    -0.2	-1.6
> S=C(Nc1ccc(Br)cc1Cl)N1CCN(c2ccccn2)CC1
    -13.8	15.9
> O=C(Nc1ccc2c(c1)OCO2)C1CC(=O)N(c2ccc(F)cc2)C1 (configuration not stated)
    -17.4	4.5
> CC1CC(C)CN(C/C=C/c2ccccc2[N+](=O)[O-])C1 (configuration not stated)
    -24.8	9.3
> Fc1ccc(/C=N/N2CCN(Cc3ccccc3)CC2)cc1
    0.6	14.3
> Cc1cc2oc(C(=O)Nc3cccnc3)c(C)c2cc1C
    -5.8	5.7
> CS(=O)(=O)N1CCN(c2ccccc2NC(=O)c2ccc([N+](=O)[O-])o2)CC1
    -2.2	35.0
> COc1c(C)cc(Br)cc1C(=O)NCc1cccnc1
    -11.8	11.2
> CCC(C)NCC(=O)Nc1ccc(S(N)(=O)=O)cc1 (configuration not stated)
    -17.4	31.4
> Cc1ccc(S(=O)(=O)NC(N)=NCCc2ccc(Cl)cc2)cc1C
    -25.0	14.3
> O=C1CN(C(=O)c2ccccc2F)C(c2ccccc2)c2cc(F)ccc2N1 (configuration not stated)
    -23.5	-2.5
> Cc1nnc(SCC(=O)NC(=O)NC(C)C)s1
    -5.8	14.9
> O=C(CCc1ccccc1)Nc1ccc(N2CCCCC2)cc1
    -17.8	11.8
> O=S(=O)(NCC1(N2CCOCC2)CCCCC1)c1ccccc1Cl
    -4.2	27.0
> CN1C(=O)Cc2cc(S(=O)(=O)N3CCN(c4cccc(Cl)c4)CC3)ccc21
    0.9	4.2
> CCCOc1cccc(C(=O)N(Cc2ccccc2)C2CCS(=O)(=O)C2)c1 (configuration not stated)
    -11.9	12.3
> COc1ccc(OC)c(/C=C/C(=O)Oc2ccc(C(C)=O)cc2)c1
    -24.2	15.5
> CC(=O)N1CCc2cc(C(=O)CN3CCN(C(=O)c4ccco4)CC3)ccc21
    -10.1	8.1
> COC(=O)[C@H]1C[C@@H]1[C@H](NC(=O)[C@H]1C[C@@H]1[C@H](NC(=O)OCc1ccccc1)c1ccccc1)c1ccccc1
    -23.6	31.6
> COc1ccc(C(=O)NN2CC(O)=C(c3nc4ccccc4n3C)C2=N)cc1OC
    -0.2	7.7
> O=C(Nc1ncccc1O)c1ccc(S(=O)(=O)N2CCCC2)cc1
    -19.2	13.3
> CCc1ccccc1NC(=O)C/C(C)=N/NC(=O)COc1ccccc1C
    -23.8	21.0
> Cn1ncc2c(=O)n(/N=C/c3ccccc3)cnc21
    0.1	3.2
> O=C(O)Cc1ccc(NC(=O)Nc2cccc(Cl)c2)cc1
    -11.3	14.7
> COc1ccc(NC(=O)CSc2nnc(CNC(=O)c3ccco3)n2-c2ccccc2OC)cc1
    -11.0	15.9
> COc1ccc([N+](=O)[O-])cc1NC(=O)COC(=O)c1ccccc1C(=O)c1ccccc1
    -4.6	22.5
> CCOC(=O)C1CCCN(C(=O)CSc2nnc3nc(C)cc(C)n23)C1 (configuration not stated)
    -14.2	0.3
> Cc1cccc(NC(=S)N2CCC(N(C)CC3CCCO3)CC2)c1 (configuration not stated)
    -7.6	8.8
> COc1ccccc1Cn1c(=O)c2ccccc2n2c(SCC(=O)N3CCCCC3)nnc12
    -28.6	4.3
> O=C(OCc1nnc(-c2ccccc2)o1)c1cc2ccccc2cc1O
    -19.2	7.3
> O=C(Nc1ccncc1)c1cccc(S(=O)(=O)N2CCc3ccccc32)c1
    48.2*	48.4*
> COCC(=O)Nc1ccc(S(=O)(=O)Nc2ccccn2)cc1
    -0.1	25.4
> CC(Cc1ccc(Cl)cc1)N1CCC(n2nccc2NC(=O)C2CCCC2)CC1 (configuration not stated)
    -32.0	13.8
> Cc1ccc(CNC(=O)c2cnc3ccccc3n2)cc1
    -16.8	7.8
> Cc1c(Cl)cccc1NC(=O)CNC(=O)c1ccco1
    -7.8	5.4
> Cc1cc(C)c(S(=O)(=O)N2CCCOC2CNC(=O)C(=O)NCc2ccncc2)c(C)c1 (configuration not stated)
    -23.8	-1.3
> COc1cc(C2C(C(=O)c3ccc(C)o3)=C(O)C(=O)N2c2cc(C)on2)ccc1OCc1ccccc1 (configuration not stated)
    -6.1	-10.7
> O=C(COc1ccccc1)NCC1COc2ccccc2O1 (configuration not stated)
    -5.7	16.7
> Cc1ccc2[nH]c(C(=O)N/N=C/c3ccccc3O)c(C)c2c1
    -11.7	-3.2
> Cc1ccc(S(=O)(=O)N2CCn3cccc3C2C)cc1 (configuration not stated)
    -8.9	3.5
> CN(C)c1ccc(N=Nc2nc3ccccc3n2C)cc1
    15.1	105.9*
> Cn1ccnc1SCC(=O)Nc1ccc2c(c1)OCO2
    3.1	4.2
> COCc1cc(C)nc(SCC(=O)Nc2cccc(C)c2C)c1C#N
    -16.0	-2.4
> O=C(N/N=C/c1ccccn1)c1ccccc1
    -5.4	15.4
> C=CCn1c(SCC(N)=O)nnc1-c1ccccc1O
    -8.2	-2.8
> CCOC(=O)CCc1c(C)nc(SCC(=O)O)c(C#N)c1C
    3.6	10.1
> C=C(C)Cn1c(SCC(=O)N/N=C/c2c(O)ccc3ccccc23)nc2ccccc2c1=O
    -16.5	16.5

Screening data: PubChem BioAssay, The Scripps Research Institute Molecular Screening Center
